# M1AAP inhibition = P. falciparum M1AAP inhibitors, biochemical, fluorogenic H-Leu-NHMec substrate, 1536-well (AID 1445). recombinant M1AAP, H-Leu-NHMec fluorogenic kinetic assay; higher % means a stronger effect. actives 0.42% (n = 220,000). inhibition, % at 30 µM, or IC50 in µM where a hit was titrated;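 active means primary inhibition above the hit cutoff, then over 50% inhibition at one or more dose response concentrations, cut at about 23% in these data, passing the limit was not always enough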;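 further: plate controls were DMSO full reaction for no effect and no enzyme background for full effect; strong numbers were not always called active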
# Autophagy mod = modulators of autophagy. MEF GFP-LC3 puncta imaging; test concentration mostly 10 µM. calls only at 10 µM (by protocol). actives 0.98% (n = 190,000);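 active means percentage of spot-positive cells more than 3 SD above its plate mean, without a fluorescence outlier flag or 80% toxicity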;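 further: spot-positive cell cutoff set from DMSO-treated cells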
# Dynein transport = blocks dynein driven cargo transport along microtubules. 3617.4 mouse cells, GR-EGFP nuclear translocation imaging; test concentration mostly 20 µM; stimulated with dexamethasone, 1 µM; stronger effect = lower value. z-score, hits read low. actives 0.47% (n = 220,000);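 active means plate z-score of nuclear minus cytoplasmic receptor signal below a set negative limit, without overly bright fluorescence or cell loss, cut at about -3.5 in these data, passing the limit was not always enough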;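 further: z-score of nuclear minus cytoplasmic ring GR-EGFP intensity difference per well; some compounds called inactive have numbers as strong as hits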
#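 Also added – dexamethasone, 1.0 µM final · Buffer or medium – tet-free, stripped-serum medium · Schedule – induction 48 h, compound 1 h, agonist 30 min · Detection – formaldehyde fixation, Hoechst nuclear stain, 10x automated fluorescence imaging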
# bCat nuc transl = beta-catenin nuclear translocation modulation; HeLa beta-catenin nuclear translocation, immunofluorescence imaging; nuclear translocation activity, % at 5 µM; actives 0.3% (n = 190,000); AID 1665;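 active means nuclear translocation activity above 50% at 5 µM, with a well cell count of 50 or more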;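 further: per-cell ratio of nuclear to cytoplasmic median beta-catenin stain intensity; plate controls were DMSO negative control for no effect and GSK-3 inhibitor IX positive control for full effect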
#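 System: Human HeLa cells, endogenous beta-catenin | Compound dosing: 5 µM primary, 0.02–20 µM confirmation | Timing: 24 h compound exposure at 37°C, 5% CO2 | Measured by: Fluorescence imaging of beta-catenin antibody stain plus DAPI | Read-out basis: % activation of per-cell nuclear versus cytoplasmic median beta-catenin signal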
# MT stabilize HCS = microtubule stabilization, imaging screen. HeLa tubulin immunostaining HCS, 24 h; share of cells brighter than vehicle mean+2SD. % tubulin-high responders, % at 10 µM. actives 0.83% (n = 200,000). AID 2205;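 active means plate Z-score above 3 for both tubulin-high and condensed-nucleus cell shares, with cell loss under 80%, at 10 µM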;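 further: anti alpha tubulin signal scored within the nucleus-defined area of each cell; some results filed as inactive read as strong as hits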
# CSM14.1 death rescue = protection against thapsigargin-triggered cell killing – 384-well, CSM14.1, ATP luminescence, primary screen (AID 1222); CSM14.1 thapsigargin-induced death rescue, ATP luminescence; higher % means a stronger effect; cellular ATP content (survival), % at 20 µM; hits with a dose series show EC50 in µM; 190,000 tested, under 10 active;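 active means EC50 below 50 µM in the dose-response confirmation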;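 further: death triggered by thapsigargin at about 15 µM added after 2 h compound pretreatment; cell ATP read after overnight thapsigargin exposure of roughly 18 to 22 hours; normalized against plate controls of thapsigargin alone and 5% DMSO vehicle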
# UTI89 phage lysis = protection from phage-mediated lysis, alamar blue read-out – E. coli UTI89, K1F phage, bacterial capsule biogenesis inhibitors (AID 488966); E. coli UTI89 K1F phage lysis, alamar blue, 2 h; higher % means a stronger effect; inhibition, % at 100 µM, or IC50 in µM where a hit was titrated; actives 0.02% (n = 340,000);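 active means phage lysis inhibition, versus mean bacterial control, above a set limit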;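 further: capsule biogenesis inhibitors block K1F phage lysis so surviving cells raise fluorescence; higher fluorescence means more inhibition of phage lysis; actives were called in the ten point dose series up to 300 µM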
# Ins promoter up = MIN6 insulin promoter up-regulation | actives 0.3% (n = 190,000) | AID 1625 | MIN6 insulin promoter-GFP reporter, high-content imaging; stronger effect = higher value | z-score at 5 µM;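 active means z-score above 3 at 5 µM with at least 500 cells counted in the well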
# M17LAP inhibition = P. falciparum M17LAP inhibitors, primary screen, biochemical, fluorogenic H-Leu-NHMec substrate, 1536-well (AID 1619); recombinant M17LAP, H-Leu-NHMec fluorogenic kinetic assay; higher % means a stronger effect; actives 0.38% (n = 220,000); inhibition, % at 30 µM, or IC50 in µM where a hit was titrated;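 active means compound inhibiting the enzyme by more than half at any dose during confirmatory dose-response retesting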;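 further: plate controls were full reaction with DMSO carrier for no effect and no enzyme background for full effect; strong numbers were not always called active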
# Dynein transport cytoplasmic EGFP = further read-out of Dynein transport, marked with its call; z-score; measured here: cytoplasmic GR-EGFP intensity; stronger effect = higher value
# Dynein transport nuclear GR-EGFP = further read-out of Dynein transport, marked with its call; z-score; measured here: nuclear GR-EGFP intensity;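 lower value marks the stronger effect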
# Dynein transport cell count = recorded beside Dynein transport, whose call it bears; z-score; measured here: cell count per field
# Ins promoter up cell count = second read-out of Ins promoter up, no call of its own (marks repeat the call); cell count; measured here: cytotoxicity, nuclei count;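 total cells summed across four imaged fields per well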
# bCat nuc transl cell count 5 µM = recorded beside bCat nuc transl, whose call it bears; cell count; measured here: cell count, cytotoxicity flag
# MT stabilize HCS Hoechst-high % = recorded beside MT stabilize HCS, whose call it bears; % Hoechst-high responders; measured here: nuclear condensation Hoechst responders;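 share of cells brighter than vehicle mean plus two SD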
# MT stabilize HCS cytotoxicity % = further read-out of MT stabilize HCS, marked with its call; toxicity, %; measured here: cytotoxicity by cell density;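 0% = mean cell density of plate MIN control wells and 100% = no cells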
# Autophagy mod cell loss 18 h = also measured in Autophagy mod; calls as there; toxicity, %; measured here: cell loss, nuclei count;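 cell loss after 18 h compound exposure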
# Starred values were filed as active, the others as inactive; i = inactive; . = not tested or not shown; + = active, no number; [ ] = remark or other dose.
SMILES,M1AAP inhibition,Autophagy mod,Autophagy mod cell loss 18 h,Dynein transport,Dynein transport cytoplasmic EGFP,Dynein transport nuclear GR-EGFP,Dynein transport cell count,bCat nuc transl,bCat nuc transl cell count 5 µM,MT stabilize HCS,MT stabilize HCS Hoechst-high %,MT stabilize HCS cytotoxicity %,CSM14.1 death rescue,UTI89 phage lysis,Ins promoter up,Ins promoter up cell count,M17LAP inhibition
O=C1CC(c2ccccc2)CC(O)=C1C=Nc1ccccc1Cl (stereo unspecified),13%,i,1,0.047,-0.24,-0.27,-0.069,7.6,381,2.9,1.8,5.6,-1.3%,0.0%,0.66,1113,18%
COc1ccc(SC[C@H](Cc2ccccc2)N2CCN(C)CCC2=O)cc1,1%,.,.,0.00056,-0.77,0.033,-0.25,-0.8,1158,.,.,.,.,-0.2%,.,.,-8%
COCCNC(=O)CSc1nc2c(n1-c1ccccc1)CCCC2,6%,i,-4,0.28,-0.23,0.19,0.42,.,.,5.9,4.1,7.4,.,0.1%,.,.,1%
CCOC(=O)CCCCC(=O)c1[nH]c(=O)[nH]c1CSc1nnc2c3ccccc3n(C(C)C)c2n1,5%,i,9,0.078,-0.24,0.027,0.48,-0.7,810,3.9,3.1,2.7,-1.4%,3.7%,0.17,1150,4%
O=[N+]([O-])c1cc(/C=N/Nc2nc(N3CCOCC3)nc(N3CCOCC3)n2)ccc1Cl,2%,i,2,-0.71,-0.26,-0.31,0.38,-2.3,1133,6.5,2.3,8.9,-2.5%,0.4%,-0.21,1522,-32%
CC(C)C(C(=O)Nc1nccs1)N1C(=O)c2ccccc2C1=O (stereo unspecified),.,i,-7,-0.28,-0.25,0.32,0.75,0.0,1487,0.7,1.0,1.0,1.4%,-1.4%,-0.23,1427,.
O=C(CCN1C(=O)/C(=C/c2ccc(F)cc2)SC1=S)NNC(=O)c1cccnc1,3%,i,16,1,-0.033,0.56,-1.4,.,.,5.2,1.6,13,16%,-0.5%[50 µM],0.4,1218,0%
O=C(COc1ccc(Br)cc1)Nc1ccc(-c2nnc(-c3ccco3)o2)cc1,3%,i,3,-1.6,-0.087,-0.7,0.88,.,.,1.6,1.6,8.1,.,0.2%,0.27,1203,-3%
CCCCNC(=O)c1cn(CC)c2cc(N3CCN(C)CC3)c(F)cc2c1=O,5%,.,.,2.1,-0.18,2.4,-2.2,0.3,1345,.,.,.,.,.,0.05,950,0%
CCOc1ccc2nc(SCc3ccc(C(=O)OC)o3)[nH]c2c1,-1%,i,3,0.43,-0.13,0.14,-0.42,0.9,1045,2.5,1.9,3.6,1.1%,-0.2%,-0.39,1323,6%
O=C(Cn1nc(C(F)(F)F)c2c1CCC2)NCc1ccc(Cl)cc1,16%,i,4,-0.32,-0.24,-0.61,0.36,-0.4,1125,2.7,2.4,4.9,0.6%,0.7%,-0.62,706,9%
CCCCC(CC)CNC(=O)C1CCCN(S(=O)(=O)c2cnc[nH]2)C1 (stereo unspecified),24%*,.,.,0.35,-0.23,0.35,-0.44,-1.2,1184,3.2,2.3,6.6,.,-1.7%,-0.06,1848,7%
Cc1ccsc1/C=N/n1c(-c2ccncc2)n[nH]c1=S,6%,i,4,-0.22,0.66,-0.38,0.76,-1.5,1043,2.1,3.2,4.1,0.9%,-0.1%,0.18,1359,-4%
Cc1csc(NC(=O)CSCC(=O)Nc2ccccc2)n1,2%,i,-1,0.32,-0.15,0.93,-0.27,-1.7,1060,4.2,2.2,8.1,-2.3%,-0.3%,-0.12,1760,8%
COc1cccc(/C=N/N2CCN(C)CC2)c1,0%,i,-8,-0.74,-0.27,-0.71,0.61,-1.9,953,1.6,2.7,1.3,-0.5%,7.2%,.,.,-8%

# An excerpt from above in order of their number in Dynein transport nuclear GR-EGFP, low to high:
structure	Dynein transport nuclear GR-EGFP
O=C(Cn1nc(C(F)(F)F)c2c1CCC2)NCc1ccc(Cl)cc1	-0.61
COc1ccc(SC[C@H](Cc2ccccc2)N2CCN(C)CCC2=O)cc1	0.033
COCCNC(=O)CSc1nc2c(n1-c1ccccc1)CCCC2	0.19

# Further entries.
SMILES,M1AAP inhibition,Autophagy mod,Autophagy mod cell loss 18 h,Dynein transport,Dynein transport cytoplasmic EGFP,Dynein transport nuclear GR-EGFP,Dynein transport cell count,bCat nuc transl,bCat nuc transl cell count 5 µM,MT stabilize HCS,MT stabilize HCS Hoechst-high %,MT stabilize HCS cytotoxicity %,CSM14.1 death rescue,UTI89 phage lysis,Ins promoter up,Ins promoter up cell count,M17LAP inhibition
Cc1cc(NC(=O)CSc2nc(-c3ccc(Cl)cc3)cs2)no1,2%,i,4,0.44,-0.27,0.15,-0.72,0.6,554,3.5,1.2,3.5,5.5%,0.8%,.,.,0%
N#CNC(N)=Nc1cccc(Cl)c1,1%,i,28,-0.61,-0.14,-0.5,0.68,1.7,1162,1.1,0.6,4.2,-1.0%,0.3%,-0.64,902,0%
COc1ccccc1NC(=O)CCc1c(C)nc2c(-c3ccc(F)cc3)c(C)nn2c1C,-1%,.,.,-0.53,-0.72,-0.54,0.37,-0.7,1290,.,.,.,.,-0.2%,0.5,1058,5%
O=C(NCc1ccc2c(c1)OCO2)c1ccc2c(c1)C(=O)N(Cc1cccnc1)C2=O,4%,i,1,-0.35,-0.23,-0.66,1,.,.,3.4,2.4,7.5,-1.6%,8.5%,.,.,0%
O=C(Cc1ccccc1)Nc1ccc(NC(=O)c2ccco2)nc1,2%,i,9,-0.97,-0.17,-0.18,0.37,-5.1,1051,3.1,3.4,12,-1.8%,1.4%,-0.29,1614,4%
Cc1ccc(-c2onc3ccc(C=O)cc23)cc1,11%,i,1,0.4,0.16,0.32,0.31,.,.,1.1,1.7,12,-0.8%,0.2%,.,.,8%
CC(C)(C)c1ccc(C(=O)Nc2nonc2-c2nc3ccccc3[nH]2)cc1,1%,i,18,-0.69,-0.077,-0.69,1.7,0.9,1081,2.5,1.6,4.0,-1.3%,0.7%,-0.53,1184,-2%
CCCCCCOc1ccc(N2C(=O)CC(NCc3ccc(S(N)(=O)=O)cc3)C2=O)cc1 (stereo unspecified),1%,.,.,-0.14,-0.29,-0.48,0.72,-0.8,1295,.,.,.,.,0.2%,-0.13,988,2%
Cn1c(C(O)c2ccccc2F)nc(Cl)c1Cl (stereo unspecified),0%,i,-5,-0.32,-0.19,0.0067,-0.44,2.4,1117,1.0,1.8,11,-1.6%,0.2%,0.6,1205,-15%
O=C(Nc1ccccn1)c1ccco1,6%,i,-1,0.43,-0.13,0.61,-1.2,-1.5,1422,3.1,1.5,4.8,-1.2%,0.2%,-0.21,1648,-7%
Cc1ccc(OCCSc2nnc(-c3cccs3)n2C)cc1,1%,i,1,-0.12,-0.15,0.43,-0.67,-0.5,1106,2.4,2.6,7.0,1.7%,0.7%,.,.,0%
CCOC(=O)N1CCN(C(=O)CSc2nnc(-c3ccc(C(C)(C)C)cc3)o2)CC1,4%,+,6.5*,-0.15,-0.16,0.16,0.4,-3.4,1181,2.8,2.3,4.4,.,-0.5%,.,.,5%
CC(=O)c1cc(-c2ccccc2)n(CC(=O)NC2CCCCC2)c1C,2%,i,-2,0.98,-0.04,0.61,-0.66,-3.3,1212,2.0,1.5,2.8,-0.9%,0.6%,-1.5,1599,11%
CCOc1ccc(CN(C)CC(=O)Nc2ccc(N3CCOCC3)cc2)cc1OC,-3%,i,1,-0.1,-0.12,0.24,-0.44,-1.9,1075,5.6,3.7,4.2,-1.4%,-1.1%,0.71,1492,5%
O=C(Nc1cc(C(F)(F)F)cc(C(F)(F)F)c1)c1ccc(Cn2cc(C(F)(F)F)ccc2=O)cc1,-6%,i,-1,-0.4,-0.23,-0.53,1.7,.,.,1.3,1.2,12,0.3%,1.1%,.,.,-6%
CCCCCOC(=O)NC1CCS(=O)(=O)C1 (stereo unspecified),-1%,i,2,-0.99,-0.25,-0.45,-0.033,0.5,1101,3.9,1.7,10,-2.6%,-0.3%,.,.,-4%
Cc1cc(Nc2ccc(F)c(Cl)c2)n2nc(C)nc2n1,3%,i,4,-0.2,-0.24,0.57,0.11,-0.2,551,2.7,2.1,9.9,-2.2%,-0.3%,-1.1,1302,17%
C=CCn1c(SCC(=O)NCCOC)nc2scc(-c3ccco3)c2c1=O,12%,i,-11,-0.65,-0.28,-0.17,0.025,-4.7,1020,3.2,3.5,4.5,2.1%,0.9%,-0.46,1346,-3%
CCCn1c2c(c(O)c(C(=O)Nc3nccs3)c1=O)CCCC2,3%,i,4,-0.18,-0.13,-0.079,0.4,0.1,1154,1.5,6.4,8.0,7.7%,0.6%,-0.65,1380,3%
c1ccc2ncc(-n3cnnn3)cc2c1,6%,i,0,-0.0015,-0.22,0.21,-0.48,-0.8,1033,4.3,2.2,5.2,.,0.3%,0.15,1227,8%
c1ccc(OCCN2C3=NCCN3c3ccccc32)cc1,2%,i,-3,0.061,-0.21,0.39,-1.4,-1.8,1202,3.9,1.8,8.9,-1.8%,0.3%,-0.68,1269,-1%
